Screens (PubChem BioAssay)
GAA glycogen: GAA glycogen-cleavage inhibition or activation; P10253; recombinant GAA, glycogen substrate, Amplex Red glucose oxidase fluorescence; Potency, µM (doses to about 76.4 µM), for inactives: at the top dose activity change, negative = inhibition, hits mostly inhibitors; 300,000 compounds, 0.38% hits; AID 2100; active = well fitted inhibition curve with a large enough effect; inconclusive = small, poorly fitted or top-dose-only effect, or another doubt; inactive = no such curve, though single readings can be large or run the other way;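 also: 0% = full enzyme reaction and -100% = no-enzyme basal signal; the screen sought inhibitors and activators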
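Recombinant human enzyme (4 nM); glycogen substrate; 37 C, 40 min, pH 5.0. Readout: coupled glucose oxidase/Amplex Red fluorescence.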
* = called active by the depositor; u = inconclusive; & = joins results of further samples; [ ] = another dose, or the depositor's remark. Potency is read from the fitted curve at half-maximal effect. An excerpt; the hit share may differ from the screen's.

SMILES | GAA glycogen
Cc1cc(C)nc(NC(=O)c2cccc(Br)c2)n1 | -6%[76.3 µM]
O=[N+]([O-])c1ncccc1OCc1ccc(-c2ccccc2)cc1 | 4%
Cc1ccc(-c2cc(C(=O)Oc3ccccc3)c3cc(C)ccc3n2)cc1 | -6%[76.3 µM]
COc1ccc(-c2nc(SCC(=O)Nc3ccc4c(c3)OCCO4)c(-c3ccc(F)cc3)[nH]2)cc1 | 12%[76.3 µM]
N#Cc1ccc(-c2cccs2)nc1SCc1ccc(Br)cc1 | -14%[76.3 µM]
CCCCOc1ccccc1C1NC(=O)CCC1[N+](=O)[O-] (stereo not drawn) | 0%
Cc1cccc(C)c1OCCSc1nc2ccccc2n1CC(=O)O | 14%&10%[76.3 µM]
Cc1ccc(S(=O)(=O)N2CCCCC2)cc1C(=O)N(C)CCOc1ccccc1 | 1%[76.3 µM]
COc1ccc(NC(=O)c2ccco2)cc1NC(=O)c1ccccc1[N+](=O)[O-] | -1%&-1%[76.3 µM]
COc1cccc2[nH]c3c(=O)[nH]cnc3c12 | -2%
Cc1ccc(Sc2ccc(N3CCCC(C(=O)Nc4ccc(F)c(Cl)c4)C3)nn2)cc1 (stereo not drawn) | 6%[76.3 µM]
COc1ccc(C(C)=O)cc1CC(=O)NCCCn1ccnc1 | 7%
CCOc1ccccc1N(C)S(=O)(=O)c1ccc2c(c1)CCN2C(=O)CCC(=O)O | 0%
Cc1ccc(CS(=O)Cc2ccc(C(=O)NCc3ccccc3)o2)cc1 (stereo not drawn) | 9%[76.3 µM]
O=S(=O)(c1ccsc1)N1CC=C(c2ccccc2)CC1 | 0%[76.3 µM]
CC(CN1C(C)CCCC1C)OC(=O)c1ccc(F)cc1 (stereo not drawn) | -6%
COc1ccc(S(=O)(=O)N2CCC(C(=O)NCCC(=O)NCc3cccc(OC)c3)CC2)cc1 | -9%[76.3 µM]
COc1ccc(C2c3[nH]c4ccccc4c3C[C@H]3C(=O)N(CCCO)CC(=O)N23)cc1OC (stereo partly drawn) | 3%
COc1ccc(S(=O)(=O)NCCNC(=O)N2CCOCC2)cc1 | 3%[76.3 µM]
O=C(CN(CC1CCCO1)C(=O)CNS(=O)(=O)c1ccccc1)NCCc1ccccc1 (stereo not drawn) | 3%
CCN(CC)c1ccc(NC(=O)C2CCCC2)cc1 | -6%[3.05 µM]
COc1ccc(CN2CCC(=O)N([C@H](CO)CC(C)C)CC2)cc1OC | 6%[76.3 µM]
COc1ccc(C2=CSC3=NCCN23)cc1[N+](=O)[O-] | -3%
CCOc1ccccc1NC(=O)CCS(=O)(=O)c1cccc2nsnc12 | 7%&-2%[76.3 µM]
Cc1ccc(C(=O)N(Cc2sccc2C)C2CCS(=O)(=O)C2)cc1 (stereo not drawn) | 0%&-6%[76.3 µM]

Ordered by length of the SMILES (largest number first): some entries from above
SMILES | GAA glycogen
Cc1ccc(CS(=O)Cc2ccc(C(=O)NCc3ccccc3)o2)cc1 (stereo not drawn) | 9%[76.3 µM]
CCOc1ccccc1NC(=O)CCS(=O)(=O)c1cccc2nsnc12 | 7%&-2%[76.3 µM]
COc1ccc(S(=O)(=O)NCCNC(=O)N2CCOCC2)cc1 | 3%[76.3 µM]

Later entries.
SMILES | GAA glycogen
O=C(NCc1ccco1)c1ccc2c(c1)N(Cc1ccccc1F)C(=O)c1ccccc1S2(=O)=O | -16%[76.3 µM]
O=C(NCc1ccco1)/C(=C/c1ccc([N+](=O)[O-])cc1)NC(=O)c1ccco1 | -4%
CC(C)(C)NC(=O)COC(=O)c1c2c(nc3ccccc13)CCC2 | -5%
CCN(CCCNC(=O)c1ccc2c(c1)NC(=O)CN2C)c1cccc(C)c1 | -29%[76.3 µM]
COC(=O)CNc1nc(Cl)nc(NC2CCCCC2)n1 | 19%[76.3 µM]
COc1ccc(CCNC(=O)CNC(=O)c2nn(-c3ccc(OC)c(OC)c3)c(=O)c3ccccc23)cc1OC | -4%
c1ccc2c(c1)CCc1snnc1-2 | 17%[76.3 µM]
Cc1cc2oc(=O)cc(CN(C)Cc3ccccc3Cl)c2cc1C | -9%
Cc1ccc(-n2nnc(-c3nc(-c4cccs4)no3)c2N)cc1C | -12%[76.3 µM]
CCSc1ccccc1-c1nc(-c2ccncc2)no1 | -1%[76.3 µM]
Cc1ccc(Cl)cc1N1CCN(C(=O)Cn2ncc3c4ccccc4n(C)c3c2=O)CC1 | 15%[76.3 µM]
COc1ccc(NS(=O)(=O)c2csc(C(=O)N3CCCC3)c2)c(OC)c1 | -6%[76.3 µM]
CCn1c(=O)c2sccc2n2c(CCCC(=O)NC3CCN(Cc4ccccc4)CC3)nnc12 | -2%[76.3 µM]
O=C(COc1ccc(/C=N/NC(=O)c2ccccc2Br)cc1)Nc1ccccc1 | -4%[76.3 µM]
COC(=O)c1cc(NC(=S)NC(=O)c2ccccc2)ccc1N1CCOCC1 | -8%[76.3 µM]
O=C(Nc1ccccc1)c1ccccc1OCc1ccc(F)cc1 | 12%[76.3 µM]
CCOC(=O)c1ccc(NS(=O)(=O)c2ccc3c(c2)n(C)c(=O)n3C)cc1 | -6%
CCCCS(=O)(=O)N1CCCC(C(=O)Nc2ccc(Cl)cn2)C1 (stereo not drawn) | -10%[0.611 µM]
CCn1c(COc2ccccc2)nnc1SCC(=O)Nc1ccc(N2CCOCC2)cc1 | -3%
COc1ccc(Cl)cc1NC(=O)CSC1=Nc2ccccc2C2=NC(CC(=O)NCc3cccs3)C(=O)N12 (stereo not drawn) | u
CCOc1ccc(C(=O)NCC(=O)NC(C)c2ccc(-n3ccnc3)cc2)cc1OCC (stereo not drawn) | -1%[76.3 µM]
COc1ccccc1C(=O)NNC(=O)c1ccccc1 | 14%[76.3 µM]
CCN(CC)P(=O)(c1ccccc1)c1c(C)nc2ccccn12 (stereo not drawn) | 3%
O=C(CN1CCN(Cc2ccc(F)cc2)C1=O)NCc1ccccc1 | 2%[76.3 µM]
CCOc1cc(C2c3c(oc4ccc(F)cc4c3=O)C(=O)N2Cc2ccc(C)cc2)ccc1O (stereo not drawn) | 4%[76.3 µM]

Other structures
SMILES | GAA glycogen
O=C(C[n+]1cc(Br)cc(Br)c1)c1ccc(Cl)cc1 | 3%
CCCN(C(=O)Cn1ncc2c1-c1ccccc1OC2)c1cccc(C)c1 | -17%[76.3 µM]
CC(=O)c1ccc(NC(=O)C[n+]2cccc(C)c2)cc1 | -7%[76.3 µM]
COc1ccccc1NC(=O)C1C2C=CC(C2)C1C(=O)NCc1cccnc1 (stereo not drawn) | 0%[76.3 µM]
Cc1cc(Cl)ccc1NC(=O)CN1C(=O)C(=O)c2ccccc21 | -18%[76.3 µM]
COc1ccccc1N1CCN(c2nc3ccccc3n3cnnc23)CC1 | -11%[76.3 µM]
CCOc1ccc(N(CC(=O)N/N=C(\C)c2cccc(NC(C)=O)c2)S(=O)(=O)c2ccccc2)cc1 | 0%
COc1ccc(C(=O)Nc2c(N)nc(SCC(=O)Nc3ccc(NC(C)=O)cc3)[nH]c2=O)cc1OC | -7%[76.3 µM]
Cc1cc(C)c(NC(=O)COc2ccc(-n3cnnn3)cc2)c(C)c1 | 3%[76.3 µM]
CCOC(=O)C(CC)Sc1ccc2nnc(CCNS(=O)(=O)c3ccc(C)cc3)n2n1 (stereo not drawn) | 13%[76.3 µM]
COc1ccc(NC(=O)Cc2csc(C)n2)cc1 | 13%[76.3 µM]
CCCCc1ccc(NC(=O)CSc2nnc(C)c(=O)n2N)cc1 | -12%[76.3 µM]
O=C(c1cc2c(Cl)nc3ccccc3c2s1)N1CCCCC1 | -2%[76.3 µM]
Cc1ccc(C(=O)COC(=O)c2cc(Cl)ccc2O)cc1[N+](=O)[O-] | 3%[76.3 µM]
Cc1cc2cccc(C)c2nc1SCC(=O)NC1CCCCC1 | 1%
Cc1nc(C)c(C(=O)N2CCCC(C(=O)c3ccc(Cl)cc3C)C2)s1 (stereo not drawn) | -6%[76.3 µM]
COc1ccc(CCNC(=O)c2ccc(Br)cc2)cc1 | 3%
O=C1CCCN1CC(O)CS(=O)(=O)Cc1ccc(Cl)c(Cl)c1 (stereo not drawn) | 4%
CCCn1c2ccccc2c2cnn(CC(=O)Nc3cc(C)c(Cl)cc3OC)c(=O)c21 | -14%[76.3 µM]
COc1ccc(C(=O)Nc2nnc(S(=O)(=O)N3CCN(c4ccc(F)cc4)CC3)s2)cc1 | 6%[76.3 µM]
CCC(CC)Nc1ccc(C(CC(N)=O)NC(=O)c2ccccc2)cc1[N+](=O)[O-] (stereo not drawn) | 9%[76.3 µM]
Cc1ccc(C(=O)Cn2c(C(=O)OCCO)cc3ccccc32)cc1 | -9%[76.3 µM]
Cc1ccc(-n2nc3c(=O)n(CC(=O)Nc4ccccc4F)nc(C)c3c2C)c(C)c1 | 16%[76.3 µM]
COc1cc(-c2oc3ccc(C)cc3c(=O)c2O)cc(OC)c1OC | -16%[76.3 µM]
CC(Oc1ccc2ccccc2c1)C(=O)N/N=C/c1cccnc1 (stereo not drawn) | 1%

Four entries picked at random from those above, as already listed:
SMILES | GAA glycogen
Cc1cc2cccc(C)c2nc1SCC(=O)NC1CCCCC1 | 1%
CCCn1c2ccccc2c2cnn(CC(=O)Nc3cc(C)c(Cl)cc3OC)c(=O)c21 | -14%[76.3 µM]
CCC(CC)Nc1ccc(C(CC(N)=O)NC(=O)c2ccccc2)cc1[N+](=O)[O-] (stereo not drawn) | 9%[76.3 µM]
Cc1cc(Cl)ccc1NC(=O)CN1C(=O)C(=O)c2ccccc21 | -18%[76.3 µM]

(further entries)
SMILES | GAA glycogen
Cc1ccc(NC(=O)CCN2C(=O)c3ccccc3C2=O)cc1C | 5%
Fc1ccc(-c2csc(=Nc3cccc(C(F)(F)F)c3)n2Cc2ccc3c(c2)OCO3)cc1 | -14%[76.3 µM]
CC(C)Cn1c(=O)c2ccccc2n2c(CCC(=O)NCc3ccccc3Cl)nnc12 | 0%[76.3 µM]
COc1cc(-c2noc(-c3ccc(N4CCCCC4)c([N+](=O)[O-])c3)n2)cc(OC)c1OC | 9%[76.3 µM]
Cc1cc(C)n(C(=O)CNC(=O)c2ccc(Cl)cc2Cl)n1 | -4%
CC1Oc2ccccc2N(CC(=O)NCCCN2CCOCC2)C1=O (stereo not drawn) | 3%
Cc1ccccc1C(=O)Nc1ccnn1C1CCN(CCCc2ccccc2)CC1 | -8%[76.3 µM]
Cc1onc(-c2ccccc2Cl)c1C(=O)N1CCN(c2ccc(F)cc2)CC1 | -1%[76.3 µM]
CN(CCCC1CCCC1)C(=O)c1cc(COc2ccc(F)cc2F)on1 | 0%[76.3 µM]
C=CCOc1ccccc1NC(=O)CN1C(=O)CNC1=O | -15%
CCOc1ccc(NC(=O)C2CCCN(c3nc(C)cc(C)n3)C2)cc1 (stereo not drawn) | -1%
COc1ccc(S(=O)(=O)N(Cc2ccco2)Cc2cc3ccccc3[nH]c2=O)cc1 | -6%[76.3 µM]
CCN1CCOC(=O)C1CC(=O)Nc1cccc(OC)c1 (stereo not drawn) | 4%[76.3 µM]
CC(C)c1ccc(NC2CCCN(C(=O)CCN3CCCCC3=O)C2)cc1 (stereo not drawn) | 1%[76.3 µM]
CCN(CC)S(=O)(=O)c1ccc(C(=O)Nn2cnnc2)cc1 | 1%
COc1ccc(Cl)cc1NS(=O)(=O)c1cccc(C(=O)NCC2(N(C)C)CCCCC2)c1 | -3%[76.3 µM]
CCN1CCN(c2nc3c(S(=O)(=O)c4ccc(Br)cc4)nnn3c3ccsc23)CC1 | -7%[76.3 µM]
Cc1nc2cc(C(F)(F)F)ccc2n1CCNc1nc(-c2ccc(F)cc2)cs1 | 3%[76.3 µM]
COc1ccccc1C(=O)C1CCCN(C(=O)C2=CC(=O)CC(C)(C)O2)C1 (stereo not drawn) | 0%[76.3 µM]
COc1ccc(C(CC(=O)Nc2ccc(C)cn2)N2Cc3ccccc3C2=O)cc1 (stereo not drawn) | 2%
CCC(=O)N1CCc2cc(S(=O)(=O)CCC(=O)NCCc3ccc(S(N)(=O)=O)cc3)ccc21 | -8%[76.3 µM]
O=C(NCCO)C(=O)NCC1OCCCN1S(=O)(=O)c1cc(F)ccc1F (stereo not drawn) | -1%[76.3 µM]
COc1ccc2oc(=O)c(-c3nc(-c4cc(OC)c(OC)c(OC)c4)no3)cc2c1 | 19%[76.3 µM]
COc1ccc(NC(=O)c2cc3c(s2)-c2c(C)cccc2OC3)cc1Cl | 7%[76.3 µM]
COc1ccc(/C=N/NC(=O)c2cc(C)oc2C)cc1OCc1ccccc1 | -3%[76.3 µM]

Among those listed so far, five have an NH in an aromatic ring:
SMILES | GAA glycogen
COc1ccc(-c2nc(SCC(=O)Nc3ccc4c(c3)OCCO4)c(-c3ccc(F)cc3)[nH]2)cc1 | 12%[76.3 µM]
COc1cccc2[nH]c3c(=O)[nH]cnc3c12 | -2%
COc1ccc(C2c3[nH]c4ccccc4c3C[C@H]3C(=O)N(CCCO)CC(=O)N23)cc1OC (stereo partly drawn) | 3%
COc1ccc(C(=O)Nc2c(N)nc(SCC(=O)Nc3ccc(NC(C)=O)cc3)[nH]c2=O)cc1OC | -7%[76.3 µM]
COc1ccc(S(=O)(=O)N(Cc2ccco2)Cc2cc3ccccc3[nH]c2=O)cc1 | -6%[76.3 µM]

Next section:
SMILES | GAA glycogen
CCOC(=O)c1cccc(NS(=O)(=O)c2cc3[nH]c(=O)c(=O)[nH]c3cc2C)c1 | 8%[76.3 µM]
CC(C)CCNC(=O)c1ccc2c(c1)N(Cc1ccccc1F)C(=O)c1ccccc1S2(=O)=O | -11%[76.3 µM]
Cc1ccc(S(=O)(=O)N(C)C)cc1NC(=S)N(C)C1CCN(C)CC1 | 5%
Cn1c(N)c(C(C[N+](=O)[O-])c2c(F)cccc2Cl)c(=O)n(C)c1=O (stereo not drawn) | -12%
CCOC(=O)N1C(=O)[C@](c2ccc(Cl)cc2)(C(C)C)N1C(=O)OCC | 9%[76.3 µM]
CC(C)(C)NC(=O)CN(C(=O)CNC(=O)c1cccs1)c1ccccc1F | 2%
Cc1cc(C)n(-c2nc3cc(Cl)ccc3nc2Nc2ccc(C)c(F)c2)n1 | -7%[76.3 µM]
